Source: PubChem BioAssay (National Center for Advancing Translational Sciences (NCATS))
FUS suppressor: qHTS for Suppressors of FUS Proteinopathy: Primary screen using FUS-linked yeast assay; AID 1347120, 2019; actives 0.24% (n = 390,000); S. cerevisiae FUS-expressing, growth rescue, OD600, 24 h; Potency, µM (titrated, usually from 76.6 µM), inactives show top-dose growth rescue (activation), actives largely listed as activators;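 also: plate controls were DMSO vehicle for no effect and reference control for full effect; nearly all actives have a fitted effect of over 55% in size; some results filed as inactive show a strong effect at the top dose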
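Compound concentration series was pinned onto galactose-induced FUS-expressing yeast seeded at OD 0.005. Plates sat 24hr at 30C; absorbance at 600 nm gave growth. DMSO served as background control.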
aSyn rescue: qHTS of alpha-syn Inhibitors | Yeast expressing alpha-synuclein, growth rescue, BacTiter-Glo, 24 h | Potency, µM (highest dose often 46.1 µM), without a hit: at the highest dose growth rescue (activation), actives largely listed as activators | actives 0.14% (n = 370,000) | AID 652106, 2013; also: % of control where 0% means no effect; nearly all actives have a fitted effect of over 65% in size
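Screening used galactose-induced yeast with toxic alpha-synuclein levels, exposed to compound for 24 hr at 30 deg C. Cell growth, read with BacTiter-Glo luminescence, gave the measured signal.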
The depositor's hits bear a star; u = inconclusive; x = not tested or not shown; & = joins results of further samples; [ ] = dose if it differs, or a comment. Calls follow the shape of the dose curve; as a rule, active = well fitted activation curve with a large enough effect; inconclusive = small, poorly fitted or top-dose-only effect; inactive = no such curve, though single readings can be large or run the other way. Potency is read from the fitted curve at half-maximal effect. Some of the compounds tested; rates above refer to the full screens.

SMILES	FUS suppressor	aSyn rescue
CCN(CC)CCCOc1cc2nc(N3CCCN(C)CC3)nc(NC3CCN(C)CC3)c2cc1OC	x	u
CCN(CC)/[N+]([O-])=N/OCOC(=O)Cc1c(C)n(C(=O)c2ccc(Cl)cc2)c2ccc(OC)cc12	x	u
CCN1C(=O)C=CC1=O	x	0%
CO/N=C(\C(=O)N[C@@H]1C(=O)N2C(C(=O)O)=C(COC(C)=O)CS[C@H]12)c1csc(N)n1	x	0%
O=C(CNC1=NCCS1)c1c[nH]c2ccccc12	x	6%
c1ccc2c(c1)CC(N1CCN(c3cccc4c3OCCO4)CC1)C2	x	1%
O=S(=O)(c1ccc(F)cc1)N1CCN(c2nc(-c3ccc(F)cc3)nc3cc(Cl)ccc23)CC1	x	u
Cc1c2ccccc2cc[n+]1C	x	0%
Cc1ccc(C(=O)O[C@H](C(=O)O)[C@@H](OC(=O)c2ccc(C)cc2)C(=O)O)cc1 (tested in a mixture with another compound)	x	5%
CCOC(=O)N1CCN(C(=O)CN2C(=O)/C(=C\c3cccc(OC)c3)SC2=S)CC1	x	14%
Clc1ccc(Cn2c(CN3CCCC3)nc3ccccc32)cc1	x	-9%
Cc1ccc(S(=O)(=O)N2CCN(c3nc(-c4ccc(F)cc4)nc4cc(Cl)ccc34)CC2)cc1	x	7%
COc1ccc(CCn2c3c(c(=O)[nH]c2=S)CN(CC(C)C)CN3)cc1OC	x	-1%
CCOc1[nH]c(/N=C/c2ccc(OC)cc2)c(C#N)c1C#N	x	-39%[inhibitor]
C=CC(N)CCC(=O)O (stereo not drawn)	x	-1%
C1=Nc2ccccc2/C1=C/c1c[nH]c2ccccc12	x	4%
CN(C)C(=O)/N=N/C(=O)N(C)C	x	8%
CCCn1c(=O)c2[nH]c(-c3ccc(OCC(=O)NCCN)cc3)nc2n(CCC)c1=O	x	-2%
COc1ccc2c(c1)c1nnc(SC)nc1n2Cc1ccccc1	x	-6%
CCOc1ccc(NC(=O)CSc2nnc3c(n2)[nH]c2ccc(S(=O)(=O)N(C)C)cc23)cc1	x	0%
COc1cc2c(cc1C(F)(F)F)N(C(=O)Nc1cc(F)cc(-c3cccnc3)c1)CC2	x	-18%
OC(Cc1ccc2ccccc2n1)c1ccccc1 (stereo not drawn)	x	-7%
O=C1C(c2[nH]c3ccc(S(=O)(=O)O)cc3c2O)=Nc2ccc(S(=O)(=O)O)cc21	x	-2%
COc1cc(OC)c(OC)cc1/C=C/c1nccc2ccccc12	x	-17%
O=c1[nH]c(=S)c2[nH]cnc2[nH]1	x	-3%
O=C(Nc1cccc2cccnc12)c1cccs1	x	1%
C[n+]1ccc(/C=C/c2ccc([N+](C)(C)C)cc2)c2ccccc21	x	-65%[inhibitor]
CN(C)c1ccc(/C=C/c2ccc3ncccc3c2)cc1	x	u
Cc1nc([N+](=O)[O-])cn1CC(=O)c1ccc2c(c1)OCCO2	x	-2%
C=CCn1c(SCC#N)nc2cc(Cl)ccc2c1=O	x	1%
COc1ccc(C(=O)C[n+]2ccc(Cl)c3ccc(Cl)cc32)cc1	x	4%
O=C(C[n+]1ccccc1Br)c1ccc(Cl)cc1	x	0%
Brc1cccc[n+]1C/C=C/C[n+]1ccccc1Br	x	u
CCCCc1ccc(NC(=O)COC(=O)c2ccccc2OCC(=O)Nc2ccc(Br)cc2)cc1	x	0%
CCC(C)NC(=O)c1ccc2nc(-c3cccs3)c(-c3cccs3)nc2c1 (stereo not drawn)	x	12%
Cc1cc2ccc(Cl)nc2nc1C	x	-1%
Cc1ccc(-c2nc(N3CCN(S(=O)(=O)c4ccc(F)cc4)CC3)c3ccc(Cl)cc3n2)cc1	x	-2%
Cc1cc2c(s1)c1cnn(CC(=O)N3CCOCC3)c(=O)c1n2C	x	-2%
CCCCCCN(CCCCCC)c1ccc(/C=C/c2ccnc3ccccc23)cc1	x	-3%
COc1ccc(CNc2nc(N)nc3nc[nH]c23)cc1	x	7%&-1%
O=S(=O)(c1cccc(C(F)(F)F)c1)N1CCN(c2nc(-c3cccs3)nc3cc(Cl)ccc23)CC1	x	-2%
CN(C)CCCc1cc(C(=O)Nc2ccc(-c3ccncc3)cc2)ccc1O	x	10%
C[C@H]1CC2C3CCC4=CC(=O)C=C[C@]4(C)[C@@]3(Cl)[C@@H](O)C[C@]2(C)[C@@]1(O)C(=O)CO (stereo partly drawn)	x	19%
O=S(=O)(c1ccccc1)N1CCN(S(=O)(=O)c2ccccc2)CC1	x	-5%
CCN(CC)c1nc(C#N)nc(OC)n1	x	14%
Cc1ccc2nc(-c3cccc(-c4nc5ccc(C)cc5o4)n3)oc2c1	x	4%
c1ccc2nc(-c3cc4ccccc4s3)ccc2c1	x	-10%
COc1cc(N(C)C)ccc1/C=C1\C=Cc2ccccc21	x	-9%
O=C(Nc1c(Cl)cc([N+](=O)[O-])cc1Cl)c1cc(Cl)ccc1O	x	-15%
NC(=O)C1=CN(C2OC(COP(=O)(O)OP(=O)(O)OC[C@H]3O[C@@H](n4cnc5c(N)ncnc54)[C@H](OP(=O)(O)O)[C@@H]3O)C(O)C2O)C=CC1 (stereo partly drawn)	x	-2%
O=C(Nc1cccc2cccnc12)c1c(Cl)cc(Cl)cc1Cl	x	-1%
COc1ccc(OC)c(/C=C/c2ccc3ccccc3n2)c1	x	-10%
COc1ccc(Br)cc1C1NC(c2ccc3c(c2)OCO3)=CC(c2cc(Cl)ccc2O)N1 (stereo not drawn)	x	0%
COc1ccc(OC)c(/C=C/c2cc3ccccc3c[n+]2C)c1	x	-2%
CC(C)(C)OC(=O)N1CCN(c2nc(-c3cccs3)nc3ccccc23)CC1	x	3%
O=C(O)CCC(=O)N1CCCC1C(=O)O (stereo not drawn)	x	-4%
CCCC(=O)N(C)c1ccc(/C=C2\C=Cc3ccccc32)cc1	x	5%
CNC1(C)C2CCC(C2)C1(C)C (stereo not drawn)	x	0%
CCOc1cccc(C2C=C(c3ccc4c(c3)OCO4)NC(c3ccc(Br)cc3)N2)c1O (stereo not drawn)	x	6%
Clc1ccc(/C=C/c2ccncc2)cc1Cl	x	6%

Some values from the results shown.
CC(C)(C)OC(=O)N1CCN(c2nc(-c3cccs3)nc3ccccc23)CC1 | aSyn rescue = 3%
C[C@H]1CC2C3CCC4=CC(=O)C=C[C@]4(C)[C@@]3(Cl)[C@@H](O)C[C@]2(C)[C@@]1(O)C(=O)CO (stereo partly drawn) | aSyn rescue = 19%

The listing continues.
SMILES	FUS suppressor	aSyn rescue
N#Cc1ncc(Br)cn1	x	-10%
CN(C)c1ccc(/C=C2\NC(=O)NC2=O)cc1	x	-11%
C=C1C=C(C)n2ncc(C(=O)Nc3cccc4cnccc34)c2N1	x	u
OB(O)c1ccc(Cl)s1	x	3%
CCOC(=O)CSc1nc2cc(OC)c(OC)cc2cc1C#N	x	0%
CCn1nc(-c2ccccc2C)nc2c(=O)n(C)c(=O)nc1-2	x	-76%[inhibitor]
O=C(Cc1ccc(Cl)cc1)NO	x	2%
Cc1ccc2c(c1)CCCN2C(=O)c1cnn2c1NC(=C1CC1)C=C2C(F)F	x	-1%
CN(C)c1cc(F)c(C=O)cc1F	x	0%
O=[N+]([O-])c1ccc(S(=O)(=O)N2CCN(c3nc(-c4cccs4)nc4ccccc34)CC2)cc1	x	3%
CCNC(=O)c1c(NC(=O)c2nc(SC)ncc2Cl)sc2c1CCCC2	x	0%
Cc1nc([N+](=O)[O-])cn1CC(O)c1ccc2c(c1)OCCO2 (stereo not drawn)	x	-1%
COc1ccc(OC)c(C(Cc2ccnc3ccccc23)Cc2ccnc3ccccc23)c1	x	14%
CCCC[n+]1c(/C=C/c2ccc(N(C)C)cc2)sc2ccccc21	x	-56%[inhibitor]
CC1=C/C(=C\c2ccc(N(C)C)cc2)c2ccccc21	x	u
COc1cc2nc(N3CCCN(C)CC3)nc(NC3CCNCC3)c2cc1OC	x	u
CC(=O)c1ccc[n+](C(C)CCC(C)[n+]2cccc(C(C)=O)c2)c1 (stereo not drawn)	x	-1%
NC(N)=Nc1ccc(/C=C2\C=Cc3ccccc32)cc1	x	-14%
COc1cc2c(NC3CCN(C)CC3)nc(N3CCCN(C)CC3)nc2cc1OCCN(C)C	x	-3%
N#CN=c1snc(-c2ccccc2)n1-c1ccc(Cl)cc1	x	-11%
Cc1cnc2ccccc2c1/C=C/c1ccc(N)cc1	x	2%
CCCCNC(=O)Cn1c(SCc2cccc(F)c2)nc2ccncc21	x	-2%
CCCN1CNc2c(c(=O)[nH]c(=S)n2CCc2ccc(C)cc2C)C1	x	-5%
OCC1O[C@H](O)C(Cl)C(O)C1O (stereo partly drawn)	x	-1%
COc1ccc(OC)c(/C=C2\Cc3ccccc3C2=O)c1	x	3%
N/C(=C\c1ccccc1)c1ccncc1	x	0%
Nc1nc2c(nc(Br)n2C2OC3COP(=O)(O)O[C@@H]3C2O)c(=O)[nH]1 (stereo partly drawn)	x	-4%
OB(O)c1cc2ccccc2s1	x	-66%[inhibitor]
O=c1cc(O)cc(/C=C/c2ccc(O)c(O)c2)o1	x	7%
COc1ccc(/C=C2/C=Cc3ccccc32)cc1	x	1%
CCCCCCCCCC[Si](C)(C)CCC(=O)NC(Cc1ccc(C)cc1)c1ccccc1 (stereo not drawn)	x	-1%
Fc1ccc2[nH]c3c(NCc4ccco4)ncnc3c2c1	x	4%
CCC1(C)NC(c2ccc3c(c2)OCO3)=CC(c2ccccc2O)N1 (stereo not drawn)	x	-8%
COc1ccccc1/C=C/c1cncc(/C=C/c2ccccc2OC)c1	x	29%
Nc1c(Br)cc(/C=C2\C=Cc3ccccc32)cc1Br	x	-15%
Nc1nc(N)c(-c2ccccc2)s1	x	0%
Nc1c(Br)cc(/C=C/c2ccnc3ccccc23)cc1Br	x	-12%
CCOC(=O)c1ccc(S(=O)(=O)N2CCN(c3nc(-c4ccccc4)nc4ccccc34)CC2)cc1	x	4%
CC(C)ON([C@@H](C(=O)NO)C(C)C)S(=O)(=O)c1ccc(-c2ccccc2)cc1	x	u
CCOc1ccc(NC(=O)c2nc(S(=O)(=O)Cc3ccccc3)ncc2Cl)cc1	x	2%
C[C@H]1[C@@H](OC(=O)NCc2cccc(Cl)c2)CC[C@@]23CCCN2C(=O)CCC[C@@H]13	14%	x
COc1cc(C=Nn2c(-c3ccc(F)cc3)n[nH]c2=S)ccc1OCc1ccccc1	2%	x
COC(=O)[C@]12C[C@H](CC(=O)N3CCCC3)C(=O)N(CCC3=CCCCC3)C1=C[C@H](C(C)C)O[C@@H]2C1CC1	u	x
COc1cccc(CNC(=O)C[C@H]2CC[C@H]3[C@@H](COc4ccc(NC(=O)c5cccs5)cc4C(=O)N3C)O2)c1	10%	x
CCOC(=O)[C@]12CCCC=C1N(CCCOC)C(=O)[C@@H]2CC(=O)N1CCOCC1	-12%	x
O=C(CSc1nnc(-c2cccnc2)n1-c1ccccc1)Nc1ccc2c(c1)OCCO2	3%	x
CN(Cc1ccccc1)S(=O)(=O)c1cccc(C(=O)OCc2ccc(Oc3ccccc3)cc2)c1	-11%	x
Cc1ccc(-c2cc(-c3nnc(SCC(=O)N4c5ccccc5Sc5ccc(Cl)cc54)n3N)[nH]n2)cc1	u	x
O=C(Nc1cccc([N+](=O)[O-])c1)NC1CCCCN(Cc2cccc(Cl)c2)C1=O (stereo not drawn)	-8%	x
C=CCNC(=O)C1CCN(c2cncnc2)CC1	-2%	x
O=S1(=O)CC(N2CCCC2)CN1 (stereo not drawn)	-11%	x
CCC[C@H]1[C@@H](OC(=O)NCc2ccc(Cl)cc2)CC[C@@]23CCCN2C(=O)CCC[C@@H]13	32%	x
CC#CC(=O)N[C@H]1CC[C@@]23CCCN2C(=O)CCC[C@H]3[C@H]1C	-15%	x
CN1C(=O)[C@@](O)(c2cccn2C)c2cc(Cl)ccc21	0%	x
Cc1ccc(S(=O)(=O)N2CCCC(C(=O)Nc3c(C)n(C)n(-c4ccccc4)c3=O)C2)cc1 (stereo not drawn)	-6%	x
COc1ccc(-c2noc(C3CCCN(C(=O)Nc4cc(C)cc(C)c4)C3)n2)cc1 (stereo not drawn)	u	x
COC(=O)[C@]12C[C@H](CC(=O)N3CCOCC3)C(=O)N(Cc3ccc4c(c3)OCO4)C1=C[C@H](C(C)C)O[C@@H]2C1CC1	21%	x
C[C@H]1[C@@H](NC(=O)C(c2ccccc2)c2ccccc2)CC[C@@]23CCCN2C(=O)CCC[C@@H]13	0%	x
Cc1ccc(Cn2cc(CN3[C@@H](CC(C)C)COc4cc(Br)ccc4S3(=O)=O)nn2)cc1	6%	x
C[C@@H](NC(=O)c1ccc(C#Cc2cccc(F)c2)cn1)C(C)(C)O	10%	x
Cc1ccccc1CS(=O)(=O)Cc1ccc(C(=O)Nc2cccc(Cl)c2F)o1	2%	x
CCn1c2ccccc2c2cc(NC(=O)COC(=O)c3cc(Cl)cc(Cl)c3)ccc21	-2%	x

An excerpt of these results, as labelled records.
compound: Cc1ccc(S(=O)(=O)N2CCCC(C(=O)Nc3c(C)n(C)n(-c4ccccc4)c3=O)C2)cc1 (stereo not drawn)
  FUS suppressor = -6% | aSyn rescue = x

compound: CN1C(=O)[C@@](O)(c2cccn2C)c2cc(Cl)ccc21
  FUS suppressor = 0% | aSyn rescue = x

compound: O=S1(=O)CC(N2CCCC2)CN1 (stereo not drawn)
  FUS suppressor = -11% | aSyn rescue = x

compound: Cc1ccc(-c2cc(-c3nnc(SCC(=O)N4c5ccccc5Sc5ccc(Cl)cc54)n3N)[nH]n2)cc1
  FUS suppressor = u | aSyn rescue = x
